# RXFP1 agonist = qHTS Assay for Agonists of the Relaxin Receptor RXFP1; Relaxin receptor 1 (Homo sapiens), Q9HBX9; HEK293T-RXFP1 cAMP TR-FRET, 30 min; response scale: percent of porcine relaxin response, buffer zero; Potency, µM (highest dose often 57.5 µM), without a hit: top-dose activation, usual class: activators; actives 0.3% (n = 370,000); active = well fitted activation curve with a large enough effect; inconclusive = small, poorly fitted or top-dose-only effect; note: potency is the fitted concentration of half-maximal effect; % is set by controls: 0 for no effect and ±100 for the full control effect; nearly all actives have a fitted effect of over 60% in size; many of its hits are not listed in these tables
#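 HEK293 cells stably expressing RXFP1, treated 30 min at 37C with compounds plus PDE4 inhibitor Ro 20174; cAMP measured by HTRF TR-FRET. Normalized to buffer and 29 nM porcine relaxin; EC50 by Hill fit.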
# D1 agonist = Allosteric Agonists of the Human D1 Dopamine Receptor: qHTS; HEK293 T-REx D1 cells, calcium flux, agonist mode; activation, % at 2 µM; actives 1% (n = 360,000); D(1A) dopamine receptor (Homo sapiens), P21728; in the data active = activation above about 30%; note: 0% is about no effect
# Target sequence (P21728 whole entry, looked up): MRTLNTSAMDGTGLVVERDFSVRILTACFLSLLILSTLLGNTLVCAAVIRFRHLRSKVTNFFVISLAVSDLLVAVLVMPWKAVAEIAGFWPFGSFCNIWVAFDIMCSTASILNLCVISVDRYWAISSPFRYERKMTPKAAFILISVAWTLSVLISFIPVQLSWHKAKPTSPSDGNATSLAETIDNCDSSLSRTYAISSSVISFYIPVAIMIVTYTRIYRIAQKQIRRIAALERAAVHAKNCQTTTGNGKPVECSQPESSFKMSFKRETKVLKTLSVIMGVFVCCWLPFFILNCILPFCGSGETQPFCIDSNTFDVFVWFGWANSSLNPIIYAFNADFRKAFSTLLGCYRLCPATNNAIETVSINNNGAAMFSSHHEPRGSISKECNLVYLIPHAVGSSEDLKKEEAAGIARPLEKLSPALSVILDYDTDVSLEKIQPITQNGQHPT
#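 Inducible HEK293 T-REx D1 cells, force-coupled to calcium signalling, were plated at 4000 cells/well with tetracycline and held overnight at 30 C. After no-wash calcium dye loading, compound-evoked calcium rise over 180 s flagged agonists.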
# D1 antag = Antagonist of Human D 1 Dopamine Receptor: qHTS. actives 3.2% (n = 360,000). activity change, negative = inhibition, % at 10 µM. HEK293 TREx D1 cells, calcium flux, dopamine EC80; hits give low values. AID 504652, 2011; in the data active = activity change below about -30%; note: % is set by controls: 0 for no effect and ±100 for the full control effect
#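 Cells carrying a force-coupled, tetracycline-inducible human D1 receptor report calcium flux. Each well gets a 10 s baseline, compound with 180 s monitoring, then an EC80 dopamine stimulus with a second 180 s kinetic read.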
# D2 potentiator = HTS Assay for Positive Allosteric Modulators of the Human D2 Dopamine Receptor: Primary Screen for Potentiators | HEK293 T-REx D2, calcium flux, EC20 dopamine potentiation | potentiation, % at 10 µM | actives 0.34% (n = 340,000) | AID 485347, 2010;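 active = potentiation over 3 SD above the plate norm, cut at about 30% in these data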; note: 0% is about no effect
#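 Tetracycline-induced HEK293 T-REx cells force-coupled to calcium signalling expressed D2; compounds were pin-added after a 10 s baseline, read kinetically 180 s, then an EC20 dopamine challenge followed with a further 180 s calcium read.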
# D1 potentiator = Potentiators of Human D1 Dopamine Receptor: qHTS; D(1A) dopamine receptor (Homo sapiens), P21728; HEK293 TREx D1 cells, calcium flux, dopamine EC20 potentiation; potentiation, % at 10 µM; actives 0.036% (n = 360,000); AID 504651, 2011; in the data active = potentiation above about 30%; note: 0% is about no effect
# D2 antagonist = HTS Assay for Allosteric Antagonists of the Human D2 Dopamine Receptor: Primary Screen for Antagonists | actives 2% (n = 340,000) | D(2) dopamine receptor (Homo sapiens), P14416 | inhibition, % at 10 µM | AID 485344, 2010 | HEK293 TREx D2 cells, calcium flux, dopamine EC80; in the data active = inhibition above about 30%; note: 0% is about no effect
#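 HEK293 T-REx D2 cells, tet-induced, calcium dye no-wash. Cpd pintool add, 180 s kinetic, then EC80 DA, 180 s kinetic. Ca flux read.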
# TRHR enhancer = qHTS for Small Molecule Agonists and Allosteric Enhancers of Human TRH Receptor: Primary Screen for Enhancers; enhancement, % at 2 µM; TRHR cells, fluo-8 calcium fluorescence, EC20 TRH enhancement; Thyrotropin-releasing hormone receptor (Homo sapiens), P34981; actives 0.66% (n = 360,000); in the data active = enhancement above about 30%; note: 0% is about no effect
# Target sequence (P34981 whole entry, looked up): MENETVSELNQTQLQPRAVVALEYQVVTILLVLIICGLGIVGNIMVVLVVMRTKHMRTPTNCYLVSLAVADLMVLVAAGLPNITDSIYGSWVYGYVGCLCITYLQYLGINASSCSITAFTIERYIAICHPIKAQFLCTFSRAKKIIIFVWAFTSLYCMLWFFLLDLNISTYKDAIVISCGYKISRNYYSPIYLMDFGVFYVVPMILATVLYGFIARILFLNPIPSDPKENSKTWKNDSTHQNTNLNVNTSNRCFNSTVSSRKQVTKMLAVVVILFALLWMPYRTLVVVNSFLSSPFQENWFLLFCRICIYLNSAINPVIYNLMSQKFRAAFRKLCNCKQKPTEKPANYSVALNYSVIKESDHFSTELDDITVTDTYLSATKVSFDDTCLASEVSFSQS
#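 TRHR-expressing cells loaded with fluo-8 calcium dye were read kinetically (ex 480/em 530) during compound addition, then stimulated with an EC20 of TRH (10 nM final). Enhancement of the Gq-mediated intracellular calcium response was scored.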
# D2 ag = HTS Assay for Allosteric Agonists of the Human D2 Dopamine Receptor: Primary Screen for Agonists. actives 0.53% (n = 340,000). HEK293 T-REx D2 cells, calcium flux agonist mode. activation, % at 2 µM. D(2) dopamine receptor (Homo sapiens), P14416;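 active = activation over 3 SD above normal in the single-dose calcium agonist read, cut at about 30% in these data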; note: 0% is about no effect
#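 HEK293 Trex D2 cells, tetracycline-induced, o/n 30 C 5% CO2; no-wash Ca dye, RT 30–90 min; 10-cycle baseline, 23 nl cpd added, kinetic Ca read 180 s; agonist hits = positive Ca response.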
# RXFP1 antagonist = qHTS Assay for Antagonists of the Relaxin Receptor RXFP1 | activity change, negative = inhibition, % at 57.5 µM | actives 0.59% (n = 350,000) | AID 1259400, 2018 | HEK293-RXFP1, relaxin-stimulated cAMP HTRF, 30 min; hits give low values;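 active = activity change of -60% or lower, but not beyond a set lower limit; inconclusive = change between -60% and -40%, or beyond the set limit; inactive = change above -40%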; note: % is set by controls: 0 for no effect and ±100 for the full control effect
# The depositor's hits bear a star; u = inconclusive; x = not tested or not shown; & = joins results of further samples. The list is partial; count on the stated rates, not on these rows.
SMILES,RXFP1 agonist,D1 agonist,D1 antag,D2 potentiator,D1 potentiator,D2 antagonist,TRHR enhancer,D2 ag,RXFP1 antagonist
O=C(O)CCCNS(=O)(=O)Cc1ccccc1,-0.1%,4,0,6,2,-2,5,0.7,-1
O=C(CSc1nc2ccccc2c2nc(-c3ccccc3)nn12)Nc1ccc(F)cc1,-0.5%,5,-1,-1,2,x,-8,1.4,-5
COC(=O)c1ccc(N2CCN(c3ccccc3)CC2)c(NC(=O)C2CC2)c1,-2.3%,3,12,4,3,4,-1,0.5,-1
CC1=C(C(=O)OC(C)C)C(c2ccccn2)n2ncnc2N1 (configuration not stated),0.3%,-2,2,x,-1,x,-5,x,-4
CC(C)(C)C(=O)Nc1cccc2[nH]ncc12,-2.2%,2,1,4,-4,-7,0,-1.7,-1
O=C1COc2ccc(S(=O)(=O)CCC(=O)NC3CCCCC3)cc2N1,4.9%,1,7,18,0,-11,1,0.8,32
N#C/C(=N\Nc1ccc([N+](=O)[O-])cc1)C(N)=S,-2.0%,22,-8,2,-4,3,0,3.0,-15
Cc1ccsc1C(=O)N1CCN(C(=O)c2ccco2)CC1,-0.8%,9,-11,10,x,-9,3,0.1,8
O=C(COC(=O)CCC(=O)c1ccc(F)cc1)Nc1ccc(N2CCOCC2)cc1,0.0%,3,-8,6,-6,1,-9,-0.2,7
COc1ccc(S(=O)(=O)N2CCC(Cc3ccccc3)CC2)cc1C(N)=O,0.3%,8,-8,-10,-4,-2,5,0.3,-4
COCCSc1ccccc1C(=O)NCc1cccnc1,-3.8%,3,-3,1,0,4,0,-1.6,-14
CCN(CC(=O)Nc1ccc(C)c(F)c1)CC(=O)NC(C)(C)C,0.8%,0,8,1,-1,4,-5,0.5,-3
Cc1onc(C(=O)NC2CCCCC2)c1[N+](=O)[O-],0.5%,0,-4,2,-4,-23,14,0.5,6
CCN(CC(=O)Nc1ccc(NC(C)=O)cc1)C(=O)c1cccc(S(=O)(=O)N2c3ccccc3CC2C)c1 (configuration not stated),0.3%,2,4,3,-1,-1,-1,0.2,0
COc1cc(C2C(C#N)=C(N)N(N(C)C)C3=C2C(=O)CC(C)(C)C3)ccc1O (configuration not stated),-0.6%,3,-2,-6,-8,4,-2,0.8,-1
CNc1nc(Nc2ccccc2)nc(OCC(F)(F)F)n1,-2.5%,-1,-6,-3,-2,-14,-5,-0.9,-17
O=C(C1CC1)N1CCc2cc(S(=O)(=O)N3CCOCC3)ccc21,1.9%,0,1,11,6,8,-1,-0.5,3
Cc1cc(Cn2nc(C(=O)NCc3cccc(C(F)(F)F)c3)cc2-c2ccccc2)on1,0.2%,8,-5,-17,-3,-25,-6,0.4,x
CC(/C=N/NC(=O)c1cccnc1)=C\c1ccccc1,0.5%,8,-2,-18,x,13,0,-0.5,-5
COc1cccc(CN2CCN(C(=O)c3cccc4ccccc34)CC2)c1OC,-0.9%,-1,18,5,-6,-20,6,0.8,-6

# The list goes on; the last six above are carried over.
SMILES,RXFP1 agonist,D1 agonist,D1 antag,D2 potentiator,D1 potentiator,D2 antagonist,TRHR enhancer,D2 ag,RXFP1 antagonist
COc1cc(C2C(C#N)=C(N)N(N(C)C)C3=C2C(=O)CC(C)(C)C3)ccc1O (configuration not stated),-0.6%,3,-2,-6,-8,4,-2,0.8,-1
CNc1nc(Nc2ccccc2)nc(OCC(F)(F)F)n1,-2.5%,-1,-6,-3,-2,-14,-5,-0.9,-17
O=C(C1CC1)N1CCc2cc(S(=O)(=O)N3CCOCC3)ccc21,1.9%,0,1,11,6,8,-1,-0.5,3
Cc1cc(Cn2nc(C(=O)NCc3cccc(C(F)(F)F)c3)cc2-c2ccccc2)on1,0.2%,8,-5,-17,-3,-25,-6,0.4,x
CC(/C=N/NC(=O)c1cccnc1)=C\c1ccccc1,0.5%,8,-2,-18,x,13,0,-0.5,-5
COc1cccc(CN2CCN(C(=O)c3cccc4ccccc34)CC2)c1OC,-0.9%,-1,18,5,-6,-20,6,0.8,-6
COc1cc(Nc2nc3ccccc3c3nnc(C)n23)cc(OC)c1,24%,3,-9,-2,-1,x,-3,-0.8,6
CSCc1cc(N(C)c2ccccc2)nc(-c2ccccc2)n1,-0.9%,8,8,3,2,7,-5,1.0,-19
COc1ccc(-c2nc3ccccc3s2)cc1NC(=O)c1cccc([N+](=O)[O-])c1C,2.0%,-1,4,12,-1,x,23,-0.2,-1
COc1ccc(F)cc1S(=O)(=O)n1nc(C)cc1C,0.8%,5,1,-10,1,-1,8,-0.6,-10
CCCn1c(=N)n(CC(=O)c2cccs2)c2ccccc21,1.3%,-1,12,-7,-5,0,-3,-0.2,4
COc1ccc(Cl)cc1NC(=O)CNc1ccccc1N1CCOCC1,0.5%,3,-35*,-7,-6,8,0,-0.6,-3
O=[N+]([O-])c1cccc(S(=O)(=O)NCC2CC3CCC2C3)c1 (configuration not stated),-3.4%,14,-15,20,-3,-9,5,1.2,-2
Cc1cc(NC(=O)c2cccc(S(=O)(=O)N3CCCCC3)c2)no1,0.4%,3,-1,-8,3,10,8,0.0,2
COc1cc(OC)cc(C(=O)NC(C(=O)N2CCc3ccccc3C2)C(C)C)c1 (configuration not stated),-0.1%,0,22,x,-7,17,1,5.2,-21
Clc1nc(CN2CCOCC2)nc2sc3c(c12)CCC3,5.5%,-2,5,0,-7,-7,0,0.3,0
C#CCOCCOCCOCCNc1nc(N2CCN(C(=O)CCCCCCCCCCNC(=O)[C@@H](CCSC)n3cc(CCO)nn3)CC2)nc(N2CCN(C(=O)CCCCCCCCCCNC(=O)[C@H]([C@@H](C)CC)n3cc(CCCCN=C(N)N)nn3)CC2)n1,0.0%,2,1,5,2,-17,-4,0.3,x
O=C(NC1CCCCC1)N1CCN(c2ccc([N+](=O)[O-])cc2)CC1,1.1%,8,-18,-8,-3,-3,-2,0.4,-2
CCOC(=O)C1=C(O)/C(=C/c2cccc(OC)c2O)N=C1C,-0.9%,3,7,-10,6,1,1,-0.1,-63*
COC(=O)c1c(-c2ccc(C(C)(C)C)cc2)csc1NC(=O)C1C2CCC(O2)C1C(=O)O (configuration not stated),2.8%,6,1,3,-5,11,-5,-1.3,-5
Cc1ccccc1NC(=O)CC(NCc1cccnc1)C(=O)O (configuration not stated),0.2%,1,-6,2,-2,x,2,1.1,1
O=C(NC1CCOCC1)C1CCC(=O)N(CCc2cccc(F)c2)C1 (configuration not stated),2.1%,2,6,6,-3,-18,-4,-0.1,-3
CCOc1cc(C=O)cc(N=Nc2cccc([N+](=O)[O-])c2)c1O,0.1%,4,3,x,0,x,4,x,-17
CCc1ccc2c(CN(C)Cc3ccccc3OC)cc(=O)oc2c1,0.0%,3,-31*,6,-6,-1,0,-0.8,-8
CCc1ccc(NC(=O)C2CCCN2S(=O)(=O)c2ccc3c(c2)n(C)c(=O)c(=O)n3C)cc1 (configuration not stated),u,2&3,-3&-6,-1&5,2&-1,5,0&-1,-0.1&-1.2,-5&12
CCOC(=O)c1c(Oc2ccc(C(=O)OC)cc2)nnc(-c2ccccc2)c1-c1ccccc1,0.7%,8,2,6,0,x,-8,0.6,-13
Cc1cccc(N2CCN(C(=O)CSc3ccc4c(c3)OCCO4)CC2)c1C,-0.3%,3,7,9,-2,2,-3,-0.1,-4
Cc1ccc(-n2nc(C)c3c(C(=O)NCCc4ccc(S(N)(=O)=O)cc4)cc(C)nc32)cc1,1.4%,18,6,3,-3,x,5,x,-2
CC(C)NC(=O)c1cc2c(C(F)(F)F)nn(C)c2s1,-2.5%,-1,-18,-10,4,12,4,0.0,-9
Cc1ccc2cc(C3C(C#N)=C(N)Oc4c3ccc3cccnc43)c(=O)[nH]c2c1 (configuration not stated),12%,3,9,6,-4,-9,-1,0.0,23
CC(C)(C)c1ccc(OCCCNC2CCCC2)cc1,0.7%,27,6,-4,-1,-16,3,1.0,-10
CCCCN(Cc1cc2cc(C)ccc2[nH]c1=O)C(=O)c1ccccn1,3.4%,1,3,0,-11,7,30*,-0.1,4
CCC(=O)Nc1c(-c2ccccc2Cl)c(=O)c2ccccc2n1C,-1.9%,2,6,3,-3,3,-1,0.6,10
O=C(COC(=O)/C=C/c1cccc(C(F)(F)F)c1)Nc1ccc(Cl)cn1,-0.2%,2,-9,0,-1,2,15,0.4,8
COC(=O)CN(C)C(=O)c1ccc(OC2CCN(S(=O)(=O)N(C)C)CC2)cc1,-0.1%,7,-11,2,-3,-10,12,1.0,3
COc1ccc(-c2cc3nc(C)cc(C)n3n2)cc1,3.3%,0,-2,2,2,-2,1,-0.3,1
O=C1CSC(c2cccc(F)c2)N1c1ccccc1F (configuration not stated),0.0%,7,6,x,0,1,-2,1.8,6
COc1ccc(NC(=O)COC(=O)C2CC3C=CC2C3)cc1 (configuration not stated),-0.6%,-1,x,3,-5,-5,-1,0.0,6
O=S(=O)(c1ccccc1)N1CCN(c2ccccc2)CC1,3.4%,2,-3,-1,0,-13,12,-0.2,2
COc1cccc(CNCCSc2nnnn2C)c1OC,1.2%,2,-6,5,0,15,-6,0.6,-22
Cc1nn2c(-c3ccc(Cl)cc3Cl)nnc2s1,2.9%,2,3,x,0,x,1,x,-1
O=C(OCc1ccccc1)c1cnc(Cl)c(Cl)c1,8.2%,4,-8,9,-5,-8,-3,-0.5,-11
CN(C)C(CNC(=O)c1ccc(OCc2cn3ccccc3n2)cc1)c1ccco1 (configuration not stated),0.9%,2,3,8,1,-20,-1,-0.1,-1
CCN1CCCC1CNC(=O)C1c2ccccc2C(=O)N(CCOC)C1c1ccc(F)cc1 (configuration not stated),2.3%,3,4,-13,-5,-24,6,1.1,-10
CC1=C(C(=O)OC2CCCCCC2)C(c2ccc(C)o2)C2=C(CCCC2=O)N1 (configuration not stated),-0.9%,-2,-33*,15,-9,0,-5,1.1,6

# High-throughput results: PubChem, National Center for Advancing Translational Sciences (NCATS)
